M5 antag = CHRM5 antagonism in calcium assay; P08912; CHO-hM5 cells, Fluo-8 calcium fluorescence, ACh EC80; inhibition, % at 3 µM; 360,000 compounds, 0.59% hits; AID 624040;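 active means inhibition above a per-plate cutoff, the mean of that plate's test compounds plus 3 SD, cut at about 27% in these data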;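 further: 0% = acetylcholine EC80 with DMSO and 100% = DMSO without agonist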
CRFR2-BP antag = blocks CRF-induced signaling of the CRF-BP/CRF-R2 complex | inhibition, % at 11.8 µM | 350,000 compounds, 0.59% hits | AID 588475 | HEK293 CRF-R2/CRF-BP, CRF-induced calcium fluorescence;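 active means inhibition of the ligand-induced calcium signal above about 50% at the single tested concentration, limit read from the data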
CRFR2-BP ag = CRF-BP/CRF-R2 complex agonism | activation, % at 13.2 µM | 350,000 compounds, 0.46% hits | AID 588473 | HEK293 CRF-R2/CRF-BP, calcium dye fluorescence (FLIPR); percent of saturating CRF peptide response;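 active means activation of at least 50%, plus an integration ratio under a set limit after plate pattern correction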;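 further: plate controls were neutral control wells without compound for no effect and CRF at EC100 for full effect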
CHRM5 agonist = CHRM5 agonism in calcium assay | P08912 | CHO-K1 hM5 cells, Fluo-8 calcium fluorescence; 0% DMSO wells, 100% maximal acetylcholine response | activation, % at 3 µM | 360,000 compounds, 0.19% hits;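 active means activation above the run's mean over test compounds plus 3 SD, cut at about 23% in these data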;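 further: signal is peak over basal fluorescence ratio across the kinetic read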
CHRM5 PAM = positive allosteric modulators of human muscarinic M5 receptor; AID 624038; CHO-K1 hM5, Fluo-8 calcium, ACh EC20 PAM; 0% = ACh EC20, 100% = ACh EC100; activation, % at 3 µM; P08912; 360,000 compounds, 0.3% hits;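 active means activation above the run cutoff, the mean activation of all test compounds plus 3 SD, cut at about 18% in these data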
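Test system: CHO-K1 hM5 cells / Doses: single-point, 3 µM nominal / Times: Post-acetylcholine fluorescence recording 140 s / Technique: Fluo-8 calcium fluorescence / Measure: Max/basal fluorescence ratio as % of EC20–EC100 ACh window / Benchmarks: low control EC20 acetylcholine (0%), high control EC100 acetylcholine (100%) / Replicates: one well per compound, no replicates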
CHRM4 PAM = potentiates acetylcholine response at human M4 receptor; AID 624126; activation, % at 3 µM; CHO-K1 hM4/Gqi5, Fluo-8 calcium fluorescence, ACh EC20; 0% = ACh EC20, 100% = maximal ACh; 360,000 compounds, 0.4% hits;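 active means activation above its plate's cutoff, the mean activation of sample wells plus 3 SD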; further: some results filed as inactive read as strong as hits
Target sequence (P08173 whole entry, looked up): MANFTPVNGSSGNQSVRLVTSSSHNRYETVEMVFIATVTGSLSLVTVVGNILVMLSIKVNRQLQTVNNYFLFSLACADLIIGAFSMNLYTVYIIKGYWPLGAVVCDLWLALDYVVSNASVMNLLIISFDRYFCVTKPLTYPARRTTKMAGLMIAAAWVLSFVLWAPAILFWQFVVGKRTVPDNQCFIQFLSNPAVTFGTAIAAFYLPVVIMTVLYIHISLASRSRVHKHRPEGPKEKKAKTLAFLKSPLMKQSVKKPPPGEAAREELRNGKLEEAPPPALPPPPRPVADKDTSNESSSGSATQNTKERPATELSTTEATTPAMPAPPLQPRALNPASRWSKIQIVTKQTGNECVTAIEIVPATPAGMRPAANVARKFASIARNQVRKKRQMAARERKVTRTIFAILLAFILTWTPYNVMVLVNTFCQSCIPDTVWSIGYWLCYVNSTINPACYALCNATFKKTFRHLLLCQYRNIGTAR
CHO-K1 Ca PAM = M1 PAM counterscreen hit in parental CHO-K1 cells; ATP EC20, Fluo-8 calcium fluorescence; 0% at ATP EC20, 100% at ATP max; AID 602247; 360,000 compounds, 0.02% hits; activation, % at 3 µM;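 active means activation above the run cutoff, the mean activation of all test compounds plus 3 SD, cut at about 40% in these data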;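 further: peak over basal fluorescence ratio in a 140 s read after ATP addition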
TAAR1 antagonist = antagonists of human TAAR1 | Q96RJ0 | CHO RD-HGA16 TAAR1, Fluo-8 calcium fluorescence, antagonist | inhibition, % at 3 µM | 360,000 compounds, 1.5% hits | AID 624466;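 active means inhibition above a per-plate cutoff, the mean inhibition of test compounds on that plate plus 3 SD, cut at about 49% in these data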;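 further: 0% = DMSO plus EC80 beta-PEA response and 100% = DMSO alone without agonist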
Target sequence (Q96RJ0 whole entry, looked up): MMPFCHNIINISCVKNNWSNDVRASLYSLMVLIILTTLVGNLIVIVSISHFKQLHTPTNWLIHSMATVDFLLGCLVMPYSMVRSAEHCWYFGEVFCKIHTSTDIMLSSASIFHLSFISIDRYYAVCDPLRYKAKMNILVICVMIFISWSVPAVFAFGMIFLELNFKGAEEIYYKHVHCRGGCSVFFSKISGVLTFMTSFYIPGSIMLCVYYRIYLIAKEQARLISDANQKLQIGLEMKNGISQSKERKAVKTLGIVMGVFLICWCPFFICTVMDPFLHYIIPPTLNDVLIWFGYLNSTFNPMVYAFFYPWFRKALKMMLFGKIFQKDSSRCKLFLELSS
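Test system – hTAAR1-expressing CHO RD-HGA16 cells, Gα16-coupled · Reagent – β-PEA at EC80 concentration, post-compound challenge · Compound dosing – 3 µM, single point · Timing – 140 s kinetic read after compound, 140 s after agonist · Detection – Fluo-8 intracellular calcium dye fluorescence, real-time kinetic reads · Control set – DMSO and EC80 PEA controls · Repeats – n of 1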
TAAR1 agonist = agonists of human TAAR1; Q96RJ0; CHO RD-HGA16 TAAR1, Fluo-8 calcium fluorescence; vehicle wells 0%, saturating PEA agonist 100%; activation, % at 3 µM; 360,000 compounds, 0.99% hits;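 active means activation above the mean activation of all test compounds in the run plus 3 SD, cut at about 38% in these data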
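Assay system – CHO-derived RD-HGA16 cells with stable Gα16 and human TAAR1 · Compound dosing – one-point dosing at 3 µM (nominal) · Incubation – 17-24 h seeding, 75 min 37 °C dye, 30 min RT · Measured by – kinetic Fluo-8 calcium fluorescence · Control set – DMSO vehicle as 0%, PEA at EC100 as 100% · Repeats – single well for each compound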
* = called active by the depositor; . = no result given. No enrichment for hits. Share with any hit: about 4.2%.

SMILES	M5 antag	CRFR2-BP antag	CRFR2-BP ag	CHRM5 agonist	CHRM5 PAM	CHRM4 PAM	CHO-K1 Ca PAM	TAAR1 antagonist	TAAR1 agonist
COc1cc(OC)cc(C(=O)NC(=S)Nc2ccc3[nH]c(=O)[nH]c3c2)c1	20	-4	2.0	-3	-8	2	-10	-16	2
C=C(C)CN(CC)C(=O)CN1C(=O)NC(C)(c2ccc3ccccc3c2)C1=O (stereo unspecified)	8	-3	-0.4	2	-3	-4	3	-1	7
CCCn1nc(C(=O)NCc2ccc3c(c2)OCO3)c2ccccc2c1=O	5	-2	0.2	-1	-4	-3	6	-3	11
C=CCNc1nc(NCc2ccco2)nc(OCC)n1	2	-6	-1.3	-2	0	9	19	-9	0
CCN(CC)c1ccc2cc(C(C)=O)c(=O)oc2c1	5	-169	361*	0	-1	-4	9	4	16
C=CCOc1c(Cl)cc(C(=S)N2CCCC2)cc1OCC	24	12	-1.4	-4	-2	-2	25	-27	-3
O=C(NC(=S)Nc1cc([N+](=O)[O-])ccc1O)c1cccnc1	9	13	-0.8	-1	-1	2	10	0	0
CCCNC(=O)CN(C)C(=O)c1n[nH]c2ccccc12	0	-3	0.5	1	-3	2	-6	-5	6
Cc1sc2ncn(CC(=O)NC3CCCCC3)c(=O)c2c1C	0	-2	-0.9	1	5	0	0	-16	1
Cc1ccccc1COC(=O)CN1C(=O)NC2(CCCC2)C1=O	-2	-5	1.2	-1	2	11	2	1	1
COc1cc(/C=C(/C#N)c2nc3ccccc3c(=O)[nH]2)ccc1O	5	-42	68*	1	-3	6	19	18	14
COc1cccc(NC(=O)CN(C)CC(=O)NCc2ccco2)c1	7	-3	0.2	-1	-4	4	11	-10	14
Cc1cccc(Cn2ccc(NC(=O)c3ccc4c(c3)OCO4)n2)c1	-4	3	-3.4	2	17	10	-7	-5	-1
C1CCCN(c2nc3nonc3nc2N2CCCCCC2)CC1	1	-9	1.9	-2	6	8	11	2	1
COc1cccc2c1OCC(CN1CCN(Cc3ccccc3)C(CCO)C1)=C2 (stereo unspecified)	-5	8	-1.3	-2	2	-15	-6	-6	4
O=C(Nc1ccc(Cl)cc1)c1cccc(OC(=S)N2CCOCC2)c1	16	-9	1.3	-3	-9	-8	-13	-20	11
O=C(CS(=O)(=O)Cc1ccccc1)Nc1nnc(C(F)(F)F)s1	-2	-2	-0.9	-1	0	-7	14	0	-1
CCn1cc([C@@H]2C[C@H]3CN(Cc4cccc(Cl)c4)C(=O)[C@]34CCCN24)c(C)n1	-2	15	-0.3	-7	-4	-7	-4	20	-1
Cc1[nH]c2ccccc2c1/C=N/NS(=O)(=O)c1ccccc1	-5	-3	0.6	-2	-4	-2	-7	-5	5
O=C(CSc1nc2ccccc2[nH]1)NCCN1CCCCC1	-4	-7	-0.9	-2	0	3	14	-25	1
CN(Cc1ccccc1)C(=O)c1[nH]cnc1C(=O)Nc1cccc(Cl)c1	9	0	3.8	-1	-2	-1	0	9	2
CCCS(=O)(=O)N1CCC(C(=O)c2cccc(C(F)(F)F)c2)CC1	3	0	-0.2	4	-3	9	18	-1	13
COc1ccc(-c2csc(C(O)c3ccc(F)cc3)n2)cc1OC (stereo unspecified)	7	.	.	2	-1	1	10	-20	3
CC(C)N1CCc2c(sc(NC(=O)CN3C(=O)c4ccccc4C3=O)c2C(N)=O)C1	4	-3	5.4	4	6	13	25	-6	1
CCCN1C(=O)c2cc(C(=O)NC3CCCC3)ccc2C1O (stereo unspecified)	1	9	0.2	2	-4	-3	-1	8	-1
CN(CCOc1ccccc1Cl)Cc1ccccc1	21	-15	-0.9	-6	-11	-7	6	-4	4
CCSC1(SCC)N=C(N)C2(C#N)C(c3ccccc3)NC3=C(CCC3)C12C#N (stereo unspecified)	4	1	9.2	-2	-9	-1	-4	-4	0
O=C(OCc1cn([C@H]2C[C@H](c3ccccc3)N(C(=O)c3cccs3)C[C@@H]2O)nn1)c1ccccc1	3	-15	0.5	-2	-1	1	-1	20	5
COc1cccc(NC(=O)COc2nc3ccccc3nc2C)c1	-8	22	-1.9	-1	0	2	13	-39	1
CCCCN(C(=O)Cc1ccc2c(c1)OCCO2)c1c(N)n(CCC)c(=O)[nH]c1=O	4	-7	0.7	1	-6	3	9	18	1
CC(C)(C)NC(=O)C1CCN(S(=O)(=O)c2ccc(Br)cc2)CC1	5	-15	2.0	0	0	3	10	5	0
C/C(=N\NC(=O)CCCC(=O)O)c1c(-c2ccccc2)c2cc(Cl)ccc2[nH]c1=O	5	-4	-2.4	-3	3	8	2	-23	1
O=C(NNC(=O)c1ccccc1Br)c1cnccn1	5	-2	1.6	5	-2	0	19	6	-2
CC1CC(C)CN(CCCNC(=O)c2ccc(N3CCCC3=O)cc2)C1 (stereo unspecified)	2	2	-0.6	-5	7	11	5	-15	1
COc1cc(C(=O)N2CCCc3ccccc32)cc(OC)c1OC	-6	-5	-0.1	-3	4	5	12	-13	6
Cc1ccc(NC(=O)COC(=O)CN2CCCCCC2=O)cc1C	7	-9	4.3	-1	2	-3	2	-4	0
COc1ccc(C)cc1C(=O)CCC(=O)N1CCN(c2ccccc2F)CC1	-2	0	-1.6	0	-2	-1	1	-13	0
COc1ccc(OC)c(NC(=O)c2ccc3c(c2)OCO3)c1	1	-8	-0.3	-5	0	2	20	-12	-1
S=C(Nc1ccc(Cl)cc1)c1sc(N2CCCCC2)nc1N1CCOCC1	5	-64	2.4	1	-10	-7	9	1	-1
COC(=O)CSc1nnc([C@H](Cc2ccccc2)NC(=O)OC(C)(C)C)o1	3	-1	-0.4	-3	-2	-6	-4	-5	0
COc1cccc2cc(C(C)N(CCCN3CCOCC3)C(=S)Nc3cc(C)ccc3C)oc12 (stereo unspecified)	0	14	-0.4	-5	10	-1	34	-30	-3
CC1(C)CC(=O)C=C(Nc2ccc(F)cc2F)C1	-11	8	-0.7	-4	1	17	21	11	1
Cc1c(Cl)c([N+](=O)[O-])nn1CC(=O)N1CCc2ccccc2C1	0	7	0.0	-7	-2	7	14	-11	23
Cc1ccc(SCCC(=O)N(C)C)cc1	-1	6	-0.8	-2	1	16	25	4	6
COC(=O)Nc1nc(C)c(C(=O)N(C)C)s1	-4	9	-1.5	0	6	-3	2	11	8
COc1ccccc1CNC(=O)CN(C)S(=O)(=O)c1cccc2cccnc12	12	-7	0.0	0	2	-7	2	-8	3
OCC1=C[C@@H](O)C2C=CO[C@@H](O[C@@H]3O[C@H](CO)[C@@H](O)[C@H](O)[C@H]3O)C12 (stereo partly specified)	7	-4	1.1	0	1	8	11	-6	2
CCCCC(C(=O)NC(C)(C)C)N(Cc1ccccc1Cl)C(=O)c1snc(C(N)=O)c1N (stereo unspecified)	2	-4	-3.5	-1	2	4	-1	15	14

A different layout for part of the listing above.
smiles | M5 antag | CRFR2-BP antag | CRFR2-BP ag | CHRM5 agonist | CHRM5 PAM | CHRM4 PAM | CHO-K1 Ca PAM | TAAR1 antagonist | TAAR1 agonist
CC1CC(C)CN(CCCNC(=O)c2ccc(N3CCCC3=O)cc2)C1 (stereo unspecified) | 2 | 2 | -0.6 | -5 | 7 | 11 | 5 | -15 | 1
COc1cc(C(=O)N2CCCc3ccccc32)cc(OC)c1OC | -6 | -5 | -0.1 | -3 | 4 | 5 | 12 | -13 | 6
Cc1ccc(NC(=O)COC(=O)CN2CCCCCC2=O)cc1C | 7 | -9 | 4.3 | -1 | 2 | -3 | 2 | -4 | 0
COc1ccc(C)cc1C(=O)CCC(=O)N1CCN(c2ccccc2F)CC1 | -2 | 0 | -1.6 | 0 | -2 | -1 | 1 | -13 | 0
COc1ccc(OC)c(NC(=O)c2ccc3c(c2)OCO3)c1 | 1 | -8 | -0.3 | -5 | 0 | 2 | 20 | -12 | -1
S=C(Nc1ccc(Cl)cc1)c1sc(N2CCCCC2)nc1N1CCOCC1 | 5 | -64 | 2.4 | 1 | -10 | -7 | 9 | 1 | -1
COC(=O)CSc1nnc([C@H](Cc2ccccc2)NC(=O)OC(C)(C)C)o1 | 3 | -1 | -0.4 | -3 | -2 | -6 | -4 | -5 | 0
COc1cccc2cc(C(C)N(CCCN3CCOCC3)C(=S)Nc3cc(C)ccc3C)oc12 (stereo unspecified) | 0 | 14 | -0.4 | -5 | 10 | -1 | 34 | -30 | -3
CC1(C)CC(=O)C=C(Nc2ccc(F)cc2F)C1 | -11 | 8 | -0.7 | -4 | 1 | 17 | 21 | 11 | 1
Cc1c(Cl)c([N+](=O)[O-])nn1CC(=O)N1CCc2ccccc2C1 | 0 | 7 | 0.0 | -7 | -2 | 7 | 14 | -11 | 23
Cc1ccc(SCCC(=O)N(C)C)cc1 | -1 | 6 | -0.8 | -2 | 1 | 16 | 25 | 4 | 6
COC(=O)Nc1nc(C)c(C(=O)N(C)C)s1 | -4 | 9 | -1.5 | 0 | 6 | -3 | 2 | 11 | 8

More results
SMILES	M5 antag	CRFR2-BP antag	CRFR2-BP ag	CHRM5 agonist	CHRM5 PAM	CHRM4 PAM	CHO-K1 Ca PAM	TAAR1 antagonist	TAAR1 agonist
N#CNC(=Nc1cccc(F)c1)SCc1ccccc1	3	64*	36	6	-14	-10	-1	0	8
O=C(CCC1CCCCC1)NNC(=O)c1cnccn1	7	3	-0.6	-2	-8	2	-2	-12	4
O=C(Nc1cccnc1)c1cc(F)cc(F)c1	-4	-11	-0.3	-1	5	15	15	8	6
O=C(NCC1CC1)c1csc([C@@H]2O[C@H](CO)[C@H](O)[C@H](O)[C@H]2O)n1	-5	.	.	2	1	1	-6	-20	2
O=C(CSc1ccc(-c2cccc([N+](=O)[O-])c2)nn1)NCc1ccccc1	11	-1	-3.8	0	3	-7	-6	5	0
Cc1cc(C)n2c(-c3ccccc3Cl)nnc2n1	2	9	0.5	0	0	5	30	1	-2
O=C1CN(C(=O)CC2C(=O)NCCN2Cc2ccccc2C(F)(F)F)CCN1 (stereo unspecified)	-14	-4	1.2	-3	0	-6	-5	-8	1
CCCC(=O)C1=C(O)C(C(=O)OC)C(C)(C)CC1=Nc1cccc([N+](=O)[O-])c1 (stereo unspecified)	-3	-13	-0.1	0	7	2	-17	-19	-1
COC(=O)c1ccc(COc2ccc(/C=C/C(=O)c3ccc(OC)c(CSCC(=O)O)c3)cc2OC)cc1	1	-1	0.4	1	5	-3	20	10	3
CCn1cc(S(=O)(=O)CC(=O)Nc2ccc3c(c2)OCCO3)c2ccccc21	12	7	0.6	1	-13	-10	-2	0	2
CCC/C=C1/CCCOC(C(=O)NCc2cc(C)n(C)n2)(C(F)(F)F)C1 (stereo unspecified)	8	2	0.0	-12	-5	2	-12	-7	2

Screening results as filed in PubChem BioAssay.
